# From PubChem
# CHO-K1 Ca PAM: M1 PAM counterscreen hit in parental CHO-K1 cells | ATP EC20, Fluo-8 calcium fluorescence; 0% at ATP EC20, 100% at ATP max | activation, % at 3 µM | 360,000 tested, 0.02% active;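 active means activation above the run cutoff, the mean activation of all test compounds plus 3 SD, cut at about 40% in these data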;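 further: peak over basal fluorescence ratio in a 140 s read after ATP addition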
# TAAR1 ag: human TAAR1 agonism; CHO RD-HGA16 TAAR1, Fluo-8 calcium fluorescence; vehicle wells 0%, saturating PEA agonist 100%; 360,000 tested, 0.99% active; activation, % at 3 µM; Q96RJ0;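 active means activation above the mean activation of all test compounds in the run plus 3 SD, cut at about 38% in these data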
#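 Assay system: CHO-derived RD-HGA16 cells with stable Gα16 and human TAAR1; timing: 17-24 h seeding, 75 min 37 °C dye, 30 min RT; read-out: % activation from peak over basal fluorescence ratio, DMSO-to-PEA scaled; measured by: kinetic Fluo-8 calcium fluorescence; benchmarks: low control DMSO, high control PEA (EC100); doses: 3 µM single concentration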
# CHO-K1 Ca antag: counter-screen for M1 antagonists: effect in parental CHO-K1 cells | ATP-induced calcium, Fluo-8 fluorescence | inhibition, % at 3 µM | 360,000 tested, 0.6% active | AID 602250;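 active means inhibition above a per-plate cutoff, the plate's mean sample inhibition plus 3 SD, cut at about 24% in these data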;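 further: 0% = DMSO plus EC80 ATP and 100% = DMSO alone without ATP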
# V1R ag counter: activates human V1a receptor in oxytocin agonist counter-screen | P37288 | CHO-V1R cells, Fluo-8 calcium fluorescence, agonist mode; 0% DMSO, 100% 3 nM vasopressin | activation, % at 3 µM | 320,000 tested, 0.25% active | AID 2797;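 active means activation above the mean activation of all tested compounds plus 3 SD, per screening run, cut at about 20% in these data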;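 further: signal is peak over basal fluorescence ratio across a 100 second FLIPR read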
# Target sequence (P37288 whole entry, looked up): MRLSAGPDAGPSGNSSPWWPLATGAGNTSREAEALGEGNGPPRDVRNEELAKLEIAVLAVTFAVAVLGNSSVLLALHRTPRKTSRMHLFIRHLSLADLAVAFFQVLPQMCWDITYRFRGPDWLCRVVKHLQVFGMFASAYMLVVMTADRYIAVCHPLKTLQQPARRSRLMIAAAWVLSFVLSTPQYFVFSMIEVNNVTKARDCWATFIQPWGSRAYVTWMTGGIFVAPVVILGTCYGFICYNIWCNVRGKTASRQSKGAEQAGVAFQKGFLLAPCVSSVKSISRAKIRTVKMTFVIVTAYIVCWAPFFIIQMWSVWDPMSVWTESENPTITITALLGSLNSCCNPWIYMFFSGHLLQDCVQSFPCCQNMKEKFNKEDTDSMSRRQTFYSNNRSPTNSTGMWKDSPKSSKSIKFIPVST
# TAAR1 antag: antagonists of human TAAR1. Q96RJ0. CHO RD-HGA16 TAAR1, Fluo-8 calcium fluorescence, antagonist. inhibition, % at 3 µM. 360,000 tested, 1.5% active. AID 624466;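 active means inhibition above a per-plate cutoff, the mean inhibition of test compounds on that plate plus 3 SD, cut at about 49% in these data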;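 further: 0% = DMSO plus EC80 beta-PEA response and 100% = DMSO alone without agonist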
#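 Test system: RD-HGA16 CHO cells with stable hTAAR1 and Gα16 / Probe or stimulus: EC80 β-phenethylamine stimulus / Times: seeding 17-24 h prior, 75-min 37 °C, 30-min RT dye loading / Detection: Fluo-8 calcium-sensitive fluorescence / Read-out basis: % inhibition scaled between DMSO and EC80 PEA controls / Repeats: singlicate, one well per test compound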
# CHO parental Ca: counter-screen: ATP calcium response change in parental CHO cells; parental CHO-K1, ATP-induced calcium, Fluo-8 fluorescence; inhibition, % at 5.6 µM; 330,000 tested, 0.63% active;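 active means inhibition above that plate's mean sample inhibition plus 3 SD, cut at about 26% in these data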;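 further: 0% = ATP-challenged DMSO wells and 100% = DMSO wells without ATP; some compounds past the cut are filed as inactive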
#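 test system = CHO parental line | reagent = ATP stimulus | measured by = intracellular calcium via Fluo-8 no-wash fluorescent dye | control set = ATP and no-ATP DMSO wells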
# M1 ag parental: nonselective activator or artifact in parental CHO-K1 cells | activation, % at 3 µM | Fluo-8 calcium fluorescence; scaled to maximal ATP response, vehicle zero | 360,000 tested, 0.48% active | AID 602248; in the data active means activation above about 15%;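 further: untransfected CHO-K1 host cells lacking M1 receptor as counterscreen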
# M1 ag: activates human CHRM1 receptor | P11229 | CHO-K1 hM1, Fluo-8 calcium fluorescence, agonist mode; 0% DMSO, 100% acetylcholine EC100 | activation, % at 3 µM | 360,000 tested, 0.33% active | AID 588814;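 active means activation above the run's mean compound activation plus 3 SD, cut at about 16% in these data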;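 further: peak over basal fluorescence ratio within a 140 s kinetic read after compound addition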
# OXTR potentiate: potentiators of human oxytocin receptor; AID 2445; CHO-OTR cells, Fluo-8 calcium fluorescence, potentiator mode; 0% = oxytocin EC15, 100% = EC100; P30559; 320,000 tested, 0.061% active; activation, % at 3 µM;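 active means activation above that plate's cutoff, the mean activation of tested compounds plus 3 SD, cut at about 6.6% in these data, passing the limit was not always enough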;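 further: 100% uses oxytocin at 75 nM as the full agonist control; some results filed as inactive read as strong as hits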
# Target sequence (P30559 whole entry, looked up): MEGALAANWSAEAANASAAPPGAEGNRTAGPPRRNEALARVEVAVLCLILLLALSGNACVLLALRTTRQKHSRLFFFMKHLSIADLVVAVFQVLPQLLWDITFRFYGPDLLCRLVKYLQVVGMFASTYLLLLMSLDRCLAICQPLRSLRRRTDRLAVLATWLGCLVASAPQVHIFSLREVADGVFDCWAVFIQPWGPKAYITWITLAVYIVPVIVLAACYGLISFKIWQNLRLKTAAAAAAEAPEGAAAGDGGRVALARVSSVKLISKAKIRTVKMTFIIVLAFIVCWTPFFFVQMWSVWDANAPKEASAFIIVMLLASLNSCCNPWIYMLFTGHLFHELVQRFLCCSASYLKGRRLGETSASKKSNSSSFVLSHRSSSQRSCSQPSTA
#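 Assay system: CHO-OTR cells, human receptor / Also added: oxytocin at about EC15, sub-maximal agonist stimulus / Dosing: single dose, 3.0 µM nominal final compound concentration / Incubation: 6 min pre-incubation, 100 s read / Technique: Fluo-8 calcium dye fluorescence / Read-out: % activation vs EC15 and EC100 oxytocin / Benchmarks: EC15 oxytocin low, 75 nM oxytocin high / Replicates: singlicate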
# Active calls of the source: *; x = no result given.
# Start of the listing, in advance:
SMILES,CHO-K1 Ca PAM,TAAR1 ag,CHO-K1 Ca antag,V1R ag counter,TAAR1 antag,CHO parental Ca,M1 ag parental,M1 ag,OXTR potentiate
CC(=O)NCC1COc2ccccc2O1 (configuration not stated),20,4,-11,1.0,9,-10,2.5,-2,-2
O=[N+]([O-])c1ccc(N2CCCCCC2)c([N+](=O)[O-])c1,14,-1,-18,-1.5,-14,-6,0.4,-4,-6
CCOc1ccc(/C=N/Nc2ccccc2)cc1,19,0,-13,-0.3,-12,-11,2.2,-4,-1
N=c1n(CCOc2ccccc2)c2ccccc2n1CCN1CCOCC1,16,7,-6,0.5,7,-22,0.4,-9,-4
CC(C)C1=NN(C(=O)c2ccccc2)C(O)(C(C)(C)C)C1 (configuration not stated),34,4,-16,0.7,0,-12,0.8,-1,1
COc1ccc(-n2c(=O)[nH]c3cc(C(=O)NCCc4ccc(Cl)cc4)ccc3c2=O)cc1OC,11,6,-11,1.3,45,-3,1.3,0,-7

# The whole of this part, from the first entry:
SMILES,CHO-K1 Ca PAM,TAAR1 ag,CHO-K1 Ca antag,V1R ag counter,TAAR1 antag,CHO parental Ca,M1 ag parental,M1 ag,OXTR potentiate
CC(=O)NCC1COc2ccccc2O1 (configuration not stated),20,4,-11,1.0,9,-10,2.5,-2,-2
O=[N+]([O-])c1ccc(N2CCCCCC2)c([N+](=O)[O-])c1,14,-1,-18,-1.5,-14,-6,0.4,-4,-6
CCOc1ccc(/C=N/Nc2ccccc2)cc1,19,0,-13,-0.3,-12,-11,2.2,-4,-1
N=c1n(CCOc2ccccc2)c2ccccc2n1CCN1CCOCC1,16,7,-6,0.5,7,-22,0.4,-9,-4
CC(C)C1=NN(C(=O)c2ccccc2)C(O)(C(C)(C)C)C1 (configuration not stated),34,4,-16,0.7,0,-12,0.8,-1,1
COc1ccc(-n2c(=O)[nH]c3cc(C(=O)NCCc4ccc(Cl)cc4)ccc3c2=O)cc1OC,11,6,-11,1.3,45,-3,1.3,0,-7
O=C(NC1CCN(C(=S)Nc2ccc(Cl)cc2)CC1)c1ccco1,9,4,-19,0.4,-13,2,0.8,-5,-11
Nc1nc(SCc2ccc(Cl)c(Cl)c2)n[nH]1,14,2,-5,1.6,-2,4,0.7,-5,-9
Cc1cc(C)c2c(Cn3ccnc3)cc(=O)oc2c1,-8,-4,-4,-0.2,-18,-9,-1.5,-10,0
Cc1onc(-c2ccccc2)c1C(=O)OCC(=O)c1ccccc1,10,9,-4,-0.2,5,-25,0.7,-8,-5
Cc1ccc2c(c1)C1CN(C)CCC1N2C(=O)c1ccc(Cl)c(S(=O)(=O)N2CCOCC2)c1 (configuration not stated),17,4,-12,0.5,-11,-16,2.1,-5,-3
O=S(=O)(c1cccc2cccnc12)N1CCN(c2ccc(F)cc2)CC1,10,4,-16,-0.3,17,-12,1.0,-3,-14
O=C(Oc1ccccc1)N1CCCCC1,21,0,-11,x,-5,x,-0.1,-8,x
O=C(CSc1nnc(CNC(=O)c2ccco2)o1)Nc1nc2ccccc2s1,19,13,-7,0.5,-3,-4,0.9,-4,-7
CCC(=O)c1cc2c(cc1NC(=O)C(C)C)OCCO2,17,9,-12,-0.6,7,-7,0.1,-2,-4
Cc1cc2cc(CN(CC3CCCO3)C(=O)c3cnccn3)c(=O)[nH]c2cc1C (configuration not stated),-2,3,-2,0.3,-9,-7,0.0,-1,-26
O=C(N/N=C/c1ccccc1)c1ccc(N2CCCC2=O)cc1,8,1,-13,0.4,-8,-5,0.3,0,-2
Cc1cc(Cl)c(Cl)cc1S(=O)(=O)NCCCn1ccnc1,-16,27,9,1.4,-16,-7,0.7,-7,1
O=C(C=CC=Cc1ccccc1)c1ccc([N+](=O)[O-])cc1,20,-1,-6,x,-6,x,0.7,-4,x
O=C(Nc1ccc(Cl)cc1F)C1CCN(S(=O)(=O)c2cccc3nonc23)CC1,6,3,13,5.3,-5,-8,-0.1,2,-13
Cc1cc2nc(-c3ccccc3Br)n(/C=C(\c3ccccc3)n3c(=O)[nH]c4ccccc43)c2cc1C,7,-3,-18,x,1,x,-0.2,-4,x
CCCc1c(C(=O)NNc2cc(C(F)(F)F)ccc2Cl)cnn1-c1ccccc1,-15,7,13,0.2,-8,-5,5.2,-2,-19
CCCN1CCN(S(=O)(=O)c2ccc(-c3cc(C)no3)s2)CC1,7,4,-11,2.5,1,1,5.1,-3,-8
CCOC(=O)c1sc2nc(C)nc(SCC(=O)N(C)C3CCS(=O)(=O)C3)c2c1C (configuration not stated),26,12,-10,3.6,-3,-16,3.5,-5,-3
COc1cc(CNCCSc2nnnn2C)cc(Br)c1OCc1ccccc1F,12,7,-8,4.5,3,-12,0.5,-3,-16
Cc1ccccc1Cn1cccc1/C=C1/C(=N)N2C=CSC2=NC1=O,8,10,-1,-0.9,62*,4,1.7,0,-14
COc1cc2ccc(C(C)=NOC(C)=O)cc2cc1OC,6,1,-2,x,7,x,4.4,-2,x
Cc1nc(P(=O)(c2ccccc2)c2ccccc2)c(N2CCOCC2)o1,5,8,-6,0.1,7,-11,1.3,-3,-4
Cc1ccccc1OCC(O)CNC1CCCC1 (configuration not stated),-6,2,18,1.2,-16,-29,0.3,-2,-1
Cc1ccc(C(=O)NCCCN2CCOCC2)cc1S(=O)(=O)N1CCCCC1,6,1,-4,x,0,x,0.9,-8,x
NC(=O)c1nn(CC(=O)Nc2ccc3c(c2)OCO3)cc1[N+](=O)[O-],15,0,-10,0.1,4,-1,4.6,-3,-2
N#Cc1c(N)nc2c(c1-c1ccncc1)CCCC2,9,4,-2,1.0,3,-7,0.1,-4,-7
CCOc1cc(C(c2c(C)[nH][nH]c2=O)c2c(C)[nH][nH]c2=O)ccc1OS(=O)(=O)c1ccc(C)cc1,6,2,-27,-0.4,2,0,0.2,-2,-6
CCc1nc2c(OCC(N)=O)cccn2c1N(C)C(=O)c1ccc(OC)cc1,13,0,-9,x,-8,x,0.4,-3,x
COC(=O)NNC(=O)C12CC3CC(CC(C3)C1)C2,28,1,-4,0.3,-22,-5,0.3,1,-9
CCC(=O)NNC(=O)c1c(O)c2ccccc2[nH]c1=O,26,5,-6,0.5,15,-8,1.3,-1,-7
COc1c(F)c(F)c(C(=O)O)c(Nc2ccccc2C)c1F,-7,14,-22,1.0,-12,0,0.1,2,-4
CCOC(=O)c1ccc(NC(=O)CSc2nnc(CNc3ccc(OC)cc3)n2C)cc1,24,-1,-12,0.6,0,-5,1.0,-8,3
Cc1ccc(OCCN2C(=O)c3ccccc3C2=O)c([N+](=O)[O-])c1,-15,2,21,0.6,13,-2,0.2,-4,-6
COc1cc2ccccc2cc1C(=O)Nc1nc(C)c(C(C)=O)s1,12,x,4,2.0,x,10,1.9,0,-2

# Three of the entries above in order of the OXTR potentiate value, high to low.
structure	OXTR potentiate
CCOC(=O)c1ccc(NC(=O)CSc2nnc(CNc3ccc(OC)cc3)n2C)cc1	3
CCOc1cc(C(c2c(C)[nH][nH]c2=O)c2c(C)[nH][nH]c2=O)ccc1OS(=O)(=O)c1ccc(C)cc1	-6
COC(=O)NNC(=O)C12CC3CC(CC(C3)C1)C2	-9

# Next part:
SMILES,CHO-K1 Ca PAM,TAAR1 ag,CHO-K1 Ca antag,V1R ag counter,TAAR1 antag,CHO parental Ca,M1 ag parental,M1 ag,OXTR potentiate
Cc1cc(C)n(CC(C)C(=O)O)n1 (configuration not stated),-20,1,3,1.1,-23,5,0.3,-3,2
Cc1ccc(NS(=O)(=O)c2c(C)[nH]c(=O)[nH]c2=O)cc1F,6,0,-3,x,-7,x,0.8,-6,x
Cc1ccccc1-c1nc2cc(NC(=O)C3CC3)ccc2o1,14,0,-8,0.2,-7,-9,1.4,-1,-10
Cn1cnnc1SCC(=O)Nc1ncc([N+](=O)[O-])s1,-6,2,4,0.1,-7,6,0.0,-1,-3
C/C(=N\OCC(=O)Nc1ccc2c(c1)OCCO2)c1ccc2c(c1)OCCO2,4,-1,1,2.6,-14,-16,1.4,1,-9
Cc1cc(-c2ccccc2)nc(N(C)NC(=O)C2CC2)c1S(C)(=O)=O,8,7,5,0.1,-13,-26,-0.2,-7,3
CCN(CC(=O)NCc1ccc(F)cc1)C(=O)c1ccc(C)o1,11,0,-11,0.6,4,4,1.7,-1,4
COc1cc(C(C[N+](=O)[O-])c2c(-c3ccccc3)cc3ccccn23)cc(OC)c1OC (configuration not stated),-4,5,-11,-0.9,-13,-18,0.1,0,-9
O=C(Nc1cccnc1)C1Cc2c(-c3ccccc3Oc3ccccc3)ccnc2O1 (configuration not stated),-4,2,9,x,11,x,1.8,0,x
Cc1cccc(-c2csc(N)c2C(=O)OC(C)C)c1,3,16,-3,-1.9,-12,-34,-0.1,-3,-7
CN(C)C(=O)Cn1c(=O)n(S(=O)(=O)c2ccccc2)c2ccccc21,7,6,-9,1.2,9,0,0.1,-2,-3
Cc1nc2ccccc2n1/N=C/c1ccc([N+](=O)[O-])s1,20,0,-9,0.4,15,-16,0.9,-7,-1
c1ccc(CNc2nc(NCCc3ccncc3)c3sccc3n2)cc1,-14,125*,99*,x,106*,x,93*,99*,x
C[C@H](CO)N1C[C@H](C)[C@@H](CN(C)C(=O)NC2CCCCC2)Oc2ccc(NS(=O)(=O)c3ccc(F)cc3)cc2C1=O,5,5,-8,0.3,5,-11,0.4,-3,-3
COC(=O)c1ccc(/C=N/n2c(C)nc3ccccc3c2=O)cc1,0,6,-9,-0.7,16,-21,0.9,-3,-4
O=C(c1cc(-c2ccc(Br)cc2)on1)N1CCCC1,-4,-1,-5,1.9,-14,-16,-0.3,-3,-10
O=C(OCc1ccccc1)N1CCC2CC1c1c(Cl)cccc12 (configuration not stated),28,7,-15,x,-8,x,-0.4,-8,x
COc1ccc(-c2c(C#N)c(N)nc(Sc3ccc(Cl)cc3)c2C#N)cc1,20,1,-5,-0.8,8,-5,1.3,-4,3
COc1ccc(-c2csc(C3=C(O)CN(Cc4ccc(S(N)(=O)=O)cc4)C3=N)n2)cc1OC,7,2,-1,-0.9,15,-4,-0.1,-2,-2
